Screening results (PubChem)
V-ATPase pHluor – yeast V-ATPase proton transport regulation by pHLuorin. S. cerevisiae, pHLuorin cytosolic pH fluorescence. response, % at 10 µM. actives 0.37% (n = 350,000). AID 504577; in the data active = response mostly above about 7.3%, no sharp cut-off; inactive = mostly below about 5.4%; also: actives read high; inactives centre near 0; some compounds called inactive have numbers as strong as hits; reference of the scale not given here
cardiac RTF act – increases calcium sensitivity of human cardiac regulated thin filaments; actives 0.24% (n = 340,000); P19429+P45379; activation, % at 7.2 µM; IANBD-labeled TnC RTF fluorescence at EC20 calcium; 0% EC20 calcium, 100% full calcium;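 active = activation above the mean over all tested compounds plus 3 SD, cut at about 30% in these data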;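 also: rise in fluorescence read as greater calcium sensitivity of cardiac thin filaments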
Cardiac RTF inh – cardiac RTF calcium desensitization | P19429+P45379 | IANBD-labeled cardiac RTF, Ca2+ fluorescence | inhibition, % at 7.15 µM | actives 0.12% (n = 340,000);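 active = inhibition above the mean inhibition of all tested compounds plus 3 SD, cut at about 17% in these data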;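 also: assay run at fixed EC70 calcium of 1.6 mM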
Pemphigus Ab inh – human desmoglein-3 autoantibody binding inhibition. P32926. DSG3-coupled beads, scFv-anti-DSG3-GFP binding, flow cytometry; hits give low values. binding (percent of control), % at 10 µM. actives 0.48% (n = 310,000). AID 588358;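 active = binding more than 3 SD below its plate's average and above zero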;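 also: hits lower antibody fragment binding to DSG3; some compounds called inactive have numbers as strong as hits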
OPRM1-OPRD1 inv – inverse agonist of human OPRM1-OPRD1 heterodimerization | P35372+P41143 | cell-based MOR-DOR heterodimer luminescence, inverse agonism | inhibition, % at 9.3 µM | actives 0.21% (n = 340,000); in the data active = inhibition above about 22%, passing the limit was not always enough;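 also: 0% = cells with DMSO and 100% = wells without cells with DMSO; values of inactives mirror those of a sister screen read the other way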
Keap1-Nrf2 PPI – disrupts human Keap1 binding to Nrf2 peptide; Q14145; Keap1 Kelch-Nrf2 peptide fluorescence polarization, 1536-well; inhibition, % at 9.4 µM; actives 0.15% (n = 340,000); in the data active = inhibition above about 12%;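 also: human Keap1 Kelch domain with fluorescein labeled Nrf2 9mer peptide probe; 0% = neutral control wells and 100% = peptide positive control; higher means more block of Keap1 binding to Nrf2 peptide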
Target sequence (Q14145 whole entry, looked up, the tested form may be a part): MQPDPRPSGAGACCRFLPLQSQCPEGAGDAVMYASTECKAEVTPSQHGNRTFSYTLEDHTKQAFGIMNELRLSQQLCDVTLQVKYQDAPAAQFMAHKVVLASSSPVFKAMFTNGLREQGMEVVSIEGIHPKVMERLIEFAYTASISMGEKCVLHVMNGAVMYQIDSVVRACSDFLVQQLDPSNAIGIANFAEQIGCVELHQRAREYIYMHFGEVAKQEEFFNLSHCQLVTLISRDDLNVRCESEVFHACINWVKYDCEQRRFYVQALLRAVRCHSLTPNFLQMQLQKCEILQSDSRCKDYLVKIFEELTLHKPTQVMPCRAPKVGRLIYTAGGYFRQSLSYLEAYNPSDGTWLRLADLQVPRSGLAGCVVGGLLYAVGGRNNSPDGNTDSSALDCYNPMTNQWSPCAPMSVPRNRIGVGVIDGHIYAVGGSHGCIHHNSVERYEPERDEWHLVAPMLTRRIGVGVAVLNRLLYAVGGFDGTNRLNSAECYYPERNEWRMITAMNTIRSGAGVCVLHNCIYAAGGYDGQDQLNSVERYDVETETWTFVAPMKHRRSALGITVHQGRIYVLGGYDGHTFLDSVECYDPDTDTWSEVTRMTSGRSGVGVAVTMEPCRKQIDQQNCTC
Arrestin-AP2 inh – blocks beta-arrestin peptide binding to AP2 adaptin | FITC-arrestin peptide / GST-AP2 beads, flow cytometry; AP2 beta2 appendage carries R879A mutation | inhibition, % at 10 µM | actives 0.31% (n = 340,000);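 active = inhibition above a set limit, near 3 SD of compounds lacking own fluorescence, cut at about 54% in these data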;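 also: plate controls were DMSO wells for no effect and 5 µM unlabelled arrestin peptide for full effect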
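System: GST-AP2 R879A glutathione beads. Medium: PBS with 0.05% Tween 20 and 0.1% BSA. Also added: FITC-arrestin peptide, 50 nM. Incubation: 12 min plus 1 h, RT. Measured by: high-throughput flow cytometry of beads, ex 488, em 535 nm. Evaluation: percent drop in bead-associated FITC signal.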
Wnt act – activators of Wnt/beta-catenin signaling; Wnt/beta-catenin reporter cell assay, activator, plate reader; activation, % at 9.35 µM; actives 1.2% (n = 300,000); AID 743398; in the data active = activation above about 30%, passing the limit was not always enough;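 also: 0% = neutral control wells and 100% = positive control wells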
C-LANA FP – blocks KSHV LANA C-terminal domain binding to DNA; MBP-C-LANA/FAM-LBS DNA binding, fluorescence polarization; inhibition, % at 9 µM; actives 0.078% (n = 340,000);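 active = highest replicate inhibition at or above 60% at 9 µM, even if other replicates fall short; inactive = all replicates below 60% inhibition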;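 also: 0% = neutral control wells and 100% = 4 µM acridine orange control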
OPRM1-OPRD1 ag – agonists of human mu-delta opioid receptor heterodimerization; P35372+P41143; cells, OPRM1-OPRD1 heterodimerization, luminescence; activation, % at 9.3 µM; actives 0.3% (n = 340,000); in the data active = activation above about 18%;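 also: 0% = vehicle-treated cells and 100% = reference agonist; values of inactives mirror those of a sister screen read the other way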
* hit, by the source's call; x = not tested or not shown. This is a subset (hit frequency here may not be typical).

Every second line gives: V-ATPase pHluor	cardiac RTF act	Cardiac RTF inh	Pemphigus Ab inh	OPRM1-OPRD1 inv	Keap1-Nrf2 PPI	Arrestin-AP2 inh	Wnt act	C-LANA FP	OPRM1-OPRD1 ag
COC(=O)C1=C(c2cc3ccccc3o2)C[C@@H]2CC[C@H]1N2C(=O)NCc1cccc2ccccc12
  4	-3	1	98	14	-5	1	-8	0.9	-2.4
CN(C)Cc1ccccc1OC(=O)N(C)C
  1	-3	1	111	22	1	1	-2	1.4	-5.2
CN1CC(C(=O)c2ccc([N+](=O)[O-])cc2)C(c2ccc(Cl)cc2)C1 (stereo unspecified)
  0	1	-7	91	-15	-3	4	5	0.5	3.3
Nc1ccccc1C(=O)OC1CSC1
  -1	-1	6	83	10	-5	9	x	11	-1.7
Cc1ccc(C(=O)C2CN(C)CC2C(=O)c2ccc(C)cc2)cc1 (stereo unspecified)
  -2	8	0	105	13	2	0	x	-1.3	-2.3
COc1cc2c(cc1OC)[C@@]13CCN4CC5=CCO[C@H]6CC(=O)N2[C@H]1[C@H]6[C@H]5C[C@H]43
  -2	3	-5	101	5	-1	-6	0	-0.7	-1.0
Cn1nc(-c2ccc(OCC(=O)N3CCN(Cc4ccccc4)CC3)cc2)c2ccccc2c1=O
  -1	-2	0	104	9	-4	11	x	-1.2	-1.8
CCN1C(=O)C(=Cc2c(C)n(CC(=O)NCC3CCCO3)c3ccccc23)C(=O)N(CC)C1=S (stereo unspecified)
  4	3	-7	106	3	-7	19	0	-2.5	-0.8
CC(c1ccc(F)cc1)n1cc(C(=O)NCc2ccc3c(c2)OCO3)nn1 (stereo unspecified)
  -2	6	-2	98	4	0	8	x	-0.5	-0.7
CCN(CC)S(=O)(=O)c1ccc(N=Cc2c(O)n(-c3ccccc3)c(=O)[nH]c2=O)cc1
  -1	-5	-3	108	13	-13	26	x	-0.9	-2.5
COC(=O)C1=C(c2cccc(OCc3ccccc3)c2)C[C@@H]2CC[C@H]1N2C(=O)NCc1ccc(Br)cc1
  0	5	-14	104	-12	5	6	-4	7.5	2.1
NP(=O)(Oc1ccccc1Cl)Oc1ccccc1Cl
  -3	4	-4	99	11	-3	1	0	1.6	-2.1
O=C(c1ccc2nc(-c3ccco3)c(-c3ccco3)nc2c1)N1CCC2(CC1)OCCO2
  -1	-6	-6	97	-28	1	25	x	3.8	4.6
COc1ccccc1CNCCc1ccc(F)cc1
  1	1	2	91	9	-2	18	-1	3.2	-1.5
CSc1ccccc1C(=O)C1CCCN(Cc2cccc(C)n2)C1 (stereo unspecified)
  0	3	-16	96	-22	-7	x	x	-0.1	3.1

The list goes on (four carried over from the part before).
Every second line gives: V-ATPase pHluor	cardiac RTF act	Cardiac RTF inh	Pemphigus Ab inh	OPRM1-OPRD1 inv	Keap1-Nrf2 PPI	Arrestin-AP2 inh	Wnt act	C-LANA FP	OPRM1-OPRD1 ag
NP(=O)(Oc1ccccc1Cl)Oc1ccccc1Cl
  -3	4	-4	99	11	-3	1	0	1.6	-2.1
O=C(c1ccc2nc(-c3ccco3)c(-c3ccco3)nc2c1)N1CCC2(CC1)OCCO2
  -1	-6	-6	97	-28	1	25	x	3.8	4.6
COc1ccccc1CNCCc1ccc(F)cc1
  1	1	2	91	9	-2	18	-1	3.2	-1.5
CSc1ccccc1C(=O)C1CCCN(Cc2cccc(C)n2)C1 (stereo unspecified)
  0	3	-16	96	-22	-7	x	x	-0.1	3.1
COC(=O)C1=C(c2ccc3ccccc3c2)C[C@@H]2CC[C@H]1N2C(=O)N1CCC(C)CC1
  1	6	-7	100	-46	-3	3	x	0.9	8.2
CC(=Nc1ccc(F)cc1)c1c(O)n(C)c(=O)[nH]c1=O
  0	-3	0	106	10	2	17	-1	4.9	-2.0
O=C(Cc1ccccc1)N1CCN(Cc2ccc([N+](=O)[O-])cc2)CC1
  -3	0	-3	80	5	-3	20	-6	-1.3	-0.9
C#CCN(C)C(C)Cc1ccccc1 (stereo unspecified)
  -2	-1	-3	x	4	-7	0	-1	1.1	-0.7
CC(=O)N1N=C(c2cccnc2)CC1c1ccccc1O (stereo unspecified)
  7	1	-10	100	12	0	12	0	-1.5	-2.4
O=C(C1CCCO1)N1CCC2(CC1)OCCO2 (stereo unspecified)
  11	-6	-8	105	6	1	3	x	2.9	-1.1
O=c1c2ccccc2nc(-c2ccco2)n1-c1ccncc1
  0	3	-4	103	13	0	-2	x	0.6	-2.2
O=C(COc1ccccc1)c1cn(Cc2ccccc2)c2ccccc12
  -2	8	1	x	14	-2	8	x	-5.5	-2.6
COc1cc(O)c(C(=O)O)c(-c2cc(O)c(O)cc2C)c1
  0	3	-1	102	-6	3	20	-1	2.6	1.3
OC(c1ccccc1)(c1ccccc1)C1CCNCC1
  -2	7	12	113	5	2	6	-2	-1.1	-1.0
C=CCn1c(O)c(/C(C)=N/N2CCCCC2)c(=O)[nH]c1=O
  -3	5	-2	x	17	-3	5	-1	2.9	-3.5
COc1ccc(-c2nc3ccccc3c(=O)n2-c2cccnc2)cc1
  -5	2	-9	98	-7	-11	-7	-4	0.3	1.4
COC(=O)C1=C(c2ccc(OC(F)(F)F)cc2)C[C@@H]2CC[C@H]1N2C(=O)NCc1ccc(F)cc1
  -2	-8	6	99	-16	0	2	0	-2.5	2.9
CC1=C(C)CC2(CC1)C(=O)NC(=O)NC2=O
  1	-1	2	105	9	-8	-4	0	-1.8	-2.1
CN1Cc2c(c(C#N)c(N)n(C)c2=S)CC1(C)C
  -4	50*	-76	103	-7	16*	-1	x	22	1.5
CCN(c1ccc(C(O)(C(=O)OC)C(F)(F)F)cc1)S(=O)(=O)c1ccc(C)cc1 (stereo unspecified)
  1	-2	1	98	-12	-1	3	x	-2.2	2.2
O=c1[nH]c(=O)n(-c2ccc(Cl)cc2)c(O)c1C=Nc1ccc(S(=O)(=O)Nc2nccs2)cc1
  1	2	-13	126	8	-32	0	0	-7.3	-1.4
O=C1C2CCCN2C(c2ccncc2)N1c1ccc(Cl)c(Cl)c1 (stereo unspecified)
  -1	-2	-2	108	9	0	21	-6	-1.0	-1.5
C=CCNC(=S)/N=C/c1c(O)[nH]c(=O)[nH]c1=O
  -5	-1	-12	84	-5	-17	1	-4	-5.4	0.8
O=c1[nH]c(O)c(C=Nc2ccc(F)c(Cl)c2)c(=O)[nH]1
  3	2	-9	105	-10	6	-14	0	-0.7	2.1
COc1cccc(NP(=O)(Oc2ccccc2Cl)Oc2ccccc2Cl)c1
  -1	-1	1	90	-29	0	12	-1	-0.7	4.7
O=C(O)COc1ccc(Cl)cc1Cl
  -2	0	-6	100	7	3	-1	1	-2.1	-1.4
CCCCc1nc(N2CCNCC2)c(C#N)c2c1CSC(C)(C)C2
  2	10	-10	x	-36	-3	-11	-3	-0.8	6.7
CCCCn1c(O)c(C(CC)=NCCN2CCCCC2)c(=O)[nH]c1=O
  -1	3	-7	111	17	-5	5	-9	0.1	-2.8
CCN1CCN(Cc2cccnc2)CC1
  0	-3	-11	97	12	-4	-5	-1	-0.8	-2.5
CC(=O)OC1(C)CC(C)C(=O)C(C(O)CC2CC(=O)NC(=O)C2)C1 (stereo unspecified)
  0	2	0	99	12	-8	-4	-1	-0.9	-2.4
C/C(=N\NP(=S)(c1ccccc1)c1ccccc1)c1ccc(O)cc1O
  -3	-2	4	91	8	4	-2	-1	2.1	-1.5
NP(=O)(Oc1ccccc1)c1ccccc1 (stereo unspecified)
  1	-10	-4	112	7	-1	16	-2	-2.2	-1.3

3 compounds out of the list, sorted by length of the SMILES, smallest number first:
Every second line gives: V-ATPase pHluor	cardiac RTF act	Cardiac RTF inh	Pemphigus Ab inh	OPRM1-OPRD1 inv	Keap1-Nrf2 PPI	Arrestin-AP2 inh	Wnt act	C-LANA FP	OPRM1-OPRD1 ag
C=CCNC(=S)/N=C/c1c(O)[nH]c(=O)[nH]c1=O
  -5	-1	-12	84	-5	-17	1	-4	-5.4	0.8
CC(=O)OC1(C)CC(C)C(=O)C(C(O)CC2CC(=O)NC(=O)C2)C1 (stereo unspecified)
  0	2	0	99	12	-8	-4	-1	-0.9	-2.4
O=c1[nH]c(=O)n(-c2ccc(Cl)cc2)c(O)c1C=Nc1ccc(S(=O)(=O)Nc2nccs2)cc1
  1	2	-13	126	8	-32	0	0	-7.3	-1.4

A second format for some results above:
COc1cc(O)c(C(=O)O)c(-c2cc(O)c(O)cc2C)c1
  V-ATPase pHluor: 0 | cardiac RTF act: 3 | Cardiac RTF inh: -1 | Pemphigus Ab inh: 102 | OPRM1-OPRD1 inv: -6 | Keap1-Nrf2 PPI: 3 | Arrestin-AP2 inh: 20 | Wnt act: -1 | C-LANA FP: 2.6 | OPRM1-OPRD1 ag: 1.3
OC(c1ccccc1)(c1ccccc1)C1CCNCC1
  V-ATPase pHluor: -2 | cardiac RTF act: 7 | Cardiac RTF inh: 12 | Pemphigus Ab inh: 113 | OPRM1-OPRD1 inv: 5 | Keap1-Nrf2 PPI: 2 | Arrestin-AP2 inh: 6 | Wnt act: -2 | C-LANA FP: -1.1 | OPRM1-OPRD1 ag: -1.0
